EphB4 ephrin blk: antagonists of human EphB4-ephrin-B2 interaction | P54760 | EphB4 LBD / TNYL-RAW-Alexa532 peptide, fluorescence polarization | inhibition, % at 7 µM | 97,000 tested, 0.15% active;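 active means inhibition above the screen-wide mean inhibition plus 3 SD, cut at about 15% in these data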;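 further: 0% = DMSO wells and 100% = excess unlabeled TNYL-RAW peptide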
CYP2C19 inh: inhibitors of human CYP2C19 | CYP2C19 Supersomes, luciferin-H EGE luminescence, 30 min | inhibition, % at 5 µM | 96,000 tested, 21% active | P33261;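 active means CYP2C19 inhibition above a set limit at 5 µM in the primary screen, cut at about 50% in these data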;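 further: plate controls were negative control wells for no effect and 2.5 mM tranylcypromine positive control for full effect; values of inactives mirror those of a sister screen read the other way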
PostGolgi yeast: growth inhibition of a yeast mutant, post-Golgi transport screen. 98,000 tested, 0.9% active. post-Golgi transport phenotypic cell assay. inhibition, % at 10 µM; in the data active means inhibition above about 30%;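 further: yeast cells grown in 1536-well plates; yeast grown about 18 h at 30C before absorbance read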
E coli WT exp: blocks growth of wild type E. coli BW25113; OD600 absorbance; growth inhibition, % at 100 µM; 98,000 tested, 0.15% active; AID 710;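 active means growth inhibition above about 50% at one test dose, limit read from the data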;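 further: growth measured after 20 h incubation at 37 °C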
CYP2C19 activ: cytochrome P450 2C19 (human) activation; AID 1025; recombinant CYP2C19, luciferin-H EGE luminescence; hits give high values; 0 = fully inhibited enzyme, 1 = untreated enzyme; activation factor at 5 µM; P33261; 96,000 tested, under 10 active;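 active means activation factor of at least 2 at 5 µM in the primary screen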;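 further: 0 = wells with 2.5 mM tranylcypromine and 1 = vehicle-only wells; values of inactives mirror those of a sister screen read the other way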
CYP2C9 inhib: human CYP2C9 inhibition; P11712; CYP2C9 Supersomes, luciferin-H conversion, luminescence; inhibition, % at 5 µM; 96,000 tested, 20% active;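 active means blocking of liver enzyme CYP2C9 beyond about 50% at 5 µM, limit read from the data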; further: values of inactives mirror those of a sister screen read the other way
CYP2C9 act: CYP2C9 (human) activation; recombinant CYP2C9, luciferin-H conversion, luminescence; hits give high values; factor 1 = untreated enzyme, 0 = blocked; activation factor at 5 µM; 96,000 tested, 1.4% active;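 active means activation factor of 2 or more for CYP2C9 at a 5 µM dose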;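 further: 0 = sulfaphenazole-blocked wells and 1 = vehicle-only wells; values of inactives mirror those of a sister screen read the other way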
Pyk2 oligo antag: Pyk2 (human) oligomerization antagonism | Q293 cells, Pyk2 FERM NanoBiT luminescence; hits give low values | z-score (the deposit names both 25 µM and 10 µM) | 99,000 tested, 0.83% active;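 active means Z-score of -3 or lower, scaled per plate to the spread of control and sample wells; inactive means z-score above -3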;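 further: negative z-score means lost luminescence so less FERM oligomerization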
Target sequence (Q14289 whole entry, looked up): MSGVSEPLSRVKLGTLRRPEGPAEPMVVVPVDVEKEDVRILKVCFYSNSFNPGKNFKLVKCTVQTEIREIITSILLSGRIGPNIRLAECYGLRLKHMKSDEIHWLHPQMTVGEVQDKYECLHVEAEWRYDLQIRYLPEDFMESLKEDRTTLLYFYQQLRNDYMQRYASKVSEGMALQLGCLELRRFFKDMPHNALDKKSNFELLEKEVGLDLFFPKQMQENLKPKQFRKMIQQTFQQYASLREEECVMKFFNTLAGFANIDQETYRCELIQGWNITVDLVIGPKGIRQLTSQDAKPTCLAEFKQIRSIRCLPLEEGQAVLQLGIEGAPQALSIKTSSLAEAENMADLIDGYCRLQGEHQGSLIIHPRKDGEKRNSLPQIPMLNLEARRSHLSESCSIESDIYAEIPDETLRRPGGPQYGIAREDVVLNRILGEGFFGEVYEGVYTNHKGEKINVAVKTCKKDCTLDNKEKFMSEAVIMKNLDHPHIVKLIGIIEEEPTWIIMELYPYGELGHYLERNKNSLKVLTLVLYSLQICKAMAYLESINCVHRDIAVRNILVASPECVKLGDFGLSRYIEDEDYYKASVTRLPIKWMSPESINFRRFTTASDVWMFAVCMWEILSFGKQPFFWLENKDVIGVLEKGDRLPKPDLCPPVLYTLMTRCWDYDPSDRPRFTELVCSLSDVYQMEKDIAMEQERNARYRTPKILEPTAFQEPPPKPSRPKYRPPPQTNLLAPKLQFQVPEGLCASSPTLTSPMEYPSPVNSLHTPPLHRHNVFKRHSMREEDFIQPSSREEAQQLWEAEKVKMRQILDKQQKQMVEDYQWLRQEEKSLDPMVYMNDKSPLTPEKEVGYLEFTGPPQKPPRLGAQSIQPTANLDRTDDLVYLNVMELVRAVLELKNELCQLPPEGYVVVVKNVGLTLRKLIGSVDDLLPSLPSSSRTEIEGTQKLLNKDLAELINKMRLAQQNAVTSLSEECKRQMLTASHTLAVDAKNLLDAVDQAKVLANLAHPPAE
PLAP activator: activators of human placental alkaline phosphatase; P05187; purified PLAP enzyme, luminescent substrate read-out; hits give high values; activation fold at 20 µM; 96,000 tested, 1.2% active; in the data active means activation fold above about 2
Starred values were filed as active, the others as inactive; . = no result given.

Second line of a record: EphB4 ephrin blk, CYP2C19 inh, PostGolgi yeast, E coli WT exp, CYP2C19 activ, CYP2C9 inhib, CYP2C9 act, Pyk2 oligo antag, PLAP activator
> O=S(=O)(NCc1ccccn1)c1cccc2nsnc12
    3.1, 1.5, -2.0, 6.0, 1, -28.3, 1.3, 0.29, 1.3
> CC(C)CCNC(=O)c1cccc(C(=O)NCCC(C)C)c1
    4.5, 8.1, -8.8, -3.0, 0.9, 37.4, 0.6, -0.52, 1
> N#CC1=C(SCC(=O)NCc2ccccc2)NC(=O)CC1c1ccco1 (stereo not drawn)
    6.5, 67.0*, 7.4, 0.0, 0.3, 87.6*, 0.1, 1, 1.1
> COc1ccc(C2C(C#N)=C(N)Oc3n[nH]c(C)c32)cc1Cn1cc([N+](=O)[O-])cn1 (stereo not drawn)
    -4.5, 21.2, 2.6, -2.0, 0.8, 66.8*, 0.3, 0.43, 1.4
> CC(=O)N1c2c(ccc3ccccc23)C(C)CC12CCCCC2 (stereo not drawn)
    6.5, 98.0*, 8.2, -9.0, 0, 93.3*, 0.1, -2.08, 1
> COc1ccc(O)c(C2=Nc3ccccc3N=C(c3ccco3)C2)c1
    -6.7, 9.2, -0.8, -10.0, 0.9, 14.7, 0.9, 0.92, 0.8
> O=C(Nc1cccnc1)c1cccc(S(=O)(=O)N2CCOCC2)c1
    4.5, 10.3, -1.8, -13.0, 0.9, 8.5, 0.9, -0.38, 0.9
> CCCCOC(=O)c1ccc(NC(=O)CSC2=Nc3ccccc3C3CC=NN23)cc1 (stereo not drawn)
    1.1, 38.5, 8.1, -7.0, 0.6, 85.8*, 0.1, -0.95, 1.7
> N#Cc1nc(Cc2cccc3ccccc23)oc1N1CCC(C(N)=O)CC1
    -3.9, 17.7, 0.5, 2.0, 0.8, 24.6, 0.8, -0.11, 1.5
> CCOc1ccc(-c2nc(CSCC(=O)NCc3ccco3)c(C)o2)cc1
    ., 67.2*, 7.8, -8.0, 0.3, 75.9*, 0.2, 0.18, 1.4

Second line of a record: EphB4 ephrin blk, CYP2C19 inh, PostGolgi yeast, E coli WT exp, CYP2C19 activ, CYP2C9 inhib, CYP2C9 act, Pyk2 oligo antag, PLAP activator
> O=c1[nH]c(NCCO)nc2c1C1(CCCC1)Cc1ccccc1-2
    -5.4, 7.0, -1.2, 20.0, 0.9, 25.5, 0.7, -0.76, 1.1
> O=c1ccn(Cc2ccccc2Cl)cc1
    -3.9, -3.0, 3.3, 2.0, 1, -5.8, 1.1, -0.34, 0.9
> COc1ccc(-c2csc(N(CC3CCCO3)C(=O)c3cccs3)n2)cc1 (stereo not drawn)
    -0.8, 87.8*, -0.7, -21.0, 0.1, 91.9*, 0.1, 0.42, 1.4
> CN=c1scc(C)n1/N=C/c1ccc(O)cc1O
    2.2, 13.2, 12.7, 10.0, 0.9, -33.4, 1.3, 0.66, 1
> Cc1cc(C)c(NC(=O)C(C)Sc2nnc(-c3ccco3)n2-c2ccccc2)c(C)c1 (stereo not drawn)
    -7.0, 89.9*, -2.1, -7.0, 0.1, 65.7*, 0.3, ., 1.5
> CNC(=O)CSc1nnc(-c2cccc(S(=O)(=O)N3CCOCC3)c2)n1-c1ccc(F)cc1
    3.1, -3.0, 2.8, -11.0, 1, -29.5, 1.3, -0.05, 1.3
> CN(C(=O)c1cccc(C#N)c1)c1nnc(-c2cnccn2)s1
    -2.7, 8.6, 17.7, 7.0, 0.9, -4.6, 1, 0.17, 1
> COc1ccc(NC(=O)c2ccc(OC)cc2)cc1
    ., -5.6, -0.8, 3.0, 1.1, -13.7, 1.1, -0.54, 0.9
> Cc1ccn2cc(-c3ccc(S(=O)(=O)N4CCOCC4)cc3)nc2c1
    ., 6.3, ., ., 0.9, 15.0, 0.8, ., 1
> Cn1c(SCC(=O)NCc2cccs2)nnc1-c1cccs1
    -5.7, -16.2, -1.1, 11.0, 1.2, -13.8, 1.1, -0.14, 1.1

Second line of a record: EphB4 ephrin blk, CYP2C19 inh, PostGolgi yeast, E coli WT exp, CYP2C19 activ, CYP2C9 inhib, CYP2C9 act, Pyk2 oligo antag, PLAP activator
> O=C1c2cccnc2Nc2ccccc2N1CCCF
    -0.2, -5.1, 12.2, 2.0, 1.1, -15.6, 1.2, -0.99, 0.9
> c1ccc(N(c2ccccc2)c2nc(N3CCOCC3)nc(N3CCOCC3)n2)cc1
    ., 14.4, ., ., 0.9, 7.7, 0.9, ., 1.1
> O=C(CCC(=O)N1CCCC1)Nc1nnc(C(F)(F)F)s1
    5.9, 9.3, 0.0, 1.0, 0.9, 16.3, 0.8, 0.97, 1
> CC(=O)NC(Cc1c[nH]c2ccccc12)C(=O)NCc1ccc2c(c1)OCO2 (stereo not drawn)
    3.0, 39.9, -17.7, 5.0, 0.6, 22.8, 0.8, 0.34, 1
> CN(C)c1ccc(C(=O)n2nnc3ccccc32)cc1
    -5.8, -25.5, -4.8, -8.0, 1.3, -11.5, 1.1, 1.64, 1
> Cc1cccc(N2C(=O)c3cccnc3C2=O)c1
    -3.2, 10.5, -3.3, -5.0, 0.9, 3.1, 1, 1.49, 1
> CC(=O)c1c(OCC(=O)O)ccc2c(C)cc(=O)oc12
    2.3, -24.2, -1.3, -2.0, 1.2, -20.7, 1.2, -0.01, 0.9
> CCc1ccccc1N1CSC2=C(C#N)C(c3cc(OC)c(OC)cc3OC)CC(=O)N2C1 (stereo not drawn)
    5.3, 23.4, -0.8, 0.0, 0.8, 39.2, 0.6, -0.13, 1.7
> COc1ccc2[nH]c3c(=O)n(CCCCC(=O)NCCN4CCCC4)c(=S)[nH]c3c2c1
    -3.0, 9.3, 5.0, 2.0, 0.9, 12.5, 0.9, -0.01, 1.5
> COc1cccc(N=C2SC(C(=O)Nc3ccc(F)cc3)CC(=O)N2C)c1 (stereo not drawn)
    0.0, 83.2*, -5.6, 3.0, 0.2, 98.7*, 0, -1.56, 1

Second line of a record: EphB4 ephrin blk, CYP2C19 inh, PostGolgi yeast, E coli WT exp, CYP2C19 activ, CYP2C9 inhib, CYP2C9 act, Pyk2 oligo antag, PLAP activator
> CN(C)CCNc1ncnc2c1cnn2-c1ccc(Cl)cc1
    -5.9, 4.0, -1.8, 8.0, 1, -4.9, 1, ., 1.5
> COCc1nc(-c2cc(OC)c(OC)c(OC)c2)no1
    ., 47.7, 0.5, -3.0, 0.5, 50.7*, 0.5, 0, 1.1
> C=CCn1c(=O)c2ccccc2n2c(SCC(=O)/C(C#N)=C(\C)N)nnc12
    -1.8, -12.0, -13.5, 2.0, 1.1, 15.2, 0.8, 0.62, 1.1
> Cc1ccc(NCc2nnc(SCC(=O)c3ccccc3)o2)c(C)c1
    -12.4, -3.2, 11.7, 0.0, 1, 0.0, 1, -0.21, 1
> CCCSc1nc(C)c(-c2csc(C(C#N)=C3CCCC3)n2)cc1C#N
    4.1, 12.9, 5.0, -4.0, 0.9, 27.5, 0.7, -0.36, 1
> COc1ccc(C(=O)Nc2ccc(N3CCOCC3)cc2)cc1OC
    -12.2, 58.5*, -0.3, 2.0, 0.4, 19.0, 0.8, 0.49, 1
> CCC(C)(C)c1ccc(OCCN2C(=O)NC(C)(C)C2=O)cc1
    1.5, 89.0*, 7.2, -12.0, 0.1, 76.2*, 0.2, -0.1, 1.9
> O=C(COC(=O)COc1ccccc1)Nc1ccc(OC(F)(F)F)cc1
    -4.6, 4.5, 2.4, 12.0, 1, 4.7, 1, 0.14, 1.1
> COc1ccccc1CNC(=O)c1csc(Cc2ccc(Cl)cc2)n1
    1.0, 59.7*, -2.6, -15.0, 0.4, 56.2*, 0.4, -2.92, 1
> CCN(CC)c1ccc(C(NC(C)=O)NC(C)=O)cc1
    3.6, 1.2, -2.4, 3.0, 1, 1.5, 1, 0.03, 1.1

Reprinted from the part before: two compounds, followed by the next part.
Second line of a record: EphB4 ephrin blk, CYP2C19 inh, PostGolgi yeast, E coli WT exp, CYP2C19 activ, CYP2C9 inhib, CYP2C9 act, Pyk2 oligo antag, PLAP activator
> COc1ccccc1CNC(=O)c1csc(Cc2ccc(Cl)cc2)n1
    1.0, 59.7*, -2.6, -15.0, 0.4, 56.2*, 0.4, -2.92, 1
> CCN(CC)c1ccc(C(NC(C)=O)NC(C)=O)cc1
    3.6, 1.2, -2.4, 3.0, 1, 1.5, 1, 0.03, 1.1
> c1ccc(-c2csc(NNC3=NCCCCC3)n2)cc1
    -0.6, 25.7, 1.7, -29.0, 0.7, 14.0, 0.9, 0.01, 2.1*
> CCOc1ccc2nc(-c3ccc(OC)c(OC)c3)cc(C(=O)O)c2c1
    4.3, -1.1, -0.9, 5.0, 1, -11.9, 1.1, -0.55, 1
> Cc1cccc(CSc2nnnn2-c2ccccc2)c1
    -0.6, 39.0, 3.1, 2.0, 0.6, 23.2, 0.8, -1.76, 0.6
> Cc1nc([N+](=O)[O-])c(Br)n1CC(=O)c1ccc(Cl)cc1
    -3.0, 26.8, 18.7, -2.0, 0.7, 66.0*, 0.3, -0.23, 1.1
> CCn1c(=O)c(C(=O)NCCN2CCCCC2)c(O)c2ccccc21
    -3.5, 9.1, 9.0, 5.0, 0.9, 4.4, 1, 0.32, 1.5
> O=C(NC(=S)N1CCCc2ccccc21)c1ccc([N+](=O)[O-])cc1
    3.9, 40.0, 1.6, 3.0, 0.6, 22.4, 0.8, 0.52, 1.1
> COc1ccc2c(Cl)c(C(=O)NN)sc2c1
    9.1, 81.7*, -4.8, 1.0, 0.2, 56.5*, 0.4, 0.64, 1
> COc1cc(CN/C(C)=C(\C#N)C(N)=O)cc(OC)c1OC
    ., 66.7*, -1.1, 0.0, 0.3, 51.0*, 0.5, -0.38, 0.9
> Cc1nc(N)nc(OCC(F)(F)C(F)F)c1Br
    -6.4, 19.1, -4.0, 27.0, 0.8, 21.2, 0.8, -0.12, 0.9
> COc1cccc(Nc2ncnc3nc[nH]c23)c1
    -0.3, 12.5, -12.8, 11.0, 0.9, 16.3, 0.8, ., 1.5

Second line of a record: EphB4 ephrin blk, CYP2C19 inh, PostGolgi yeast, E coli WT exp, CYP2C19 activ, CYP2C9 inhib, CYP2C9 act, Pyk2 oligo antag, PLAP activator
> Cc1cc(C)cc(OCC(=O)OCC(=O)c2c(N)n(C)c(=O)n(C)c2=O)c1
    0.9, 29.7, 4.0, -2.0, 0.7, -1.4, 1, 0.93, 0.9
> O=C(CCCn1c(=O)[nH]c2ccccc2c1=O)NC1CCCCCC1
    3.2, 24.7, 12.1, 10.0, 0.8, 23.8, 0.8, 0.18, 0.9
> CCOC(=O)c1ccccc1NC(=O)N1CCn2c(C)ccc2C1CC (stereo not drawn)
    -5.0, 22.1, 2.8, -4.0, 0.8, 26.6, 0.7, 0.86, 0.9
> CCOC(=O)/C(C#N)=C/c1cc2ccccc2nc1Cl
    -4.2, 19.1, 8.8, 9.0, 0.8, 21.3, 0.8, -0.76, 0.9
> COc1ccccc1NC(=O)c1nn(-c2ccc(OC(F)(F)F)cc2)ccc1=O
    -3.5, 5.9, -16.1, -6.0, 0.9, -61.9, 1.6, 0.34, 0.9
> COc1cc(C(=O)NCC(C)C)cc(OC)c1OC
    -1.0, 9.3, -13.4, 8.0, 0.9, 16.7, 0.8, -0.27, 0.9
> COc1cc(NS(=O)(=O)c2ccc(NC(C)=O)cc2)nc(OC)n1
    -1.3, -13.4, 4.4, -8.0, 1.1, 15.2, 0.8, 1.43, 1.1
> COC(=O)C(C)n1cnc2c(nnn2-c2cccc(Cl)c2)c1=O (stereo not drawn)
    -0.4, 24.7, -2.0, 1.0, 0.8, 1.7, 1, ., 0.9
